IL1B secr inh = blocks inflammasome-driven IL-1 beta release; THP-1 LPS/ATP IL-1B secretion, AlphaLISA, 16 h; hits give low values; activity change, % at 57.5 µM; 4.7% of 360,000 active; in the data active = activity change below about -50%; inconclusive = mostly about -30% to -49%; also: % is scaled to controls: 0 for no effect and ±100 for the full control effect
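THP-1 cells pretreated 1 hr with compounds (up to 57.5 uM final), then stimulated with LPS (250 ng/mL final) plus ATP (1.25 mM final); secreted IL-1B measured by AlphaLISA after 16 hr, decreased signal indicating inhibition.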
KB-V1 cytotox = kills drug-selected multidrug resistant KB-V1 cells | KB-V1 MDR cells viability, CellTiter-Glo, 72 h | Potency, µM (doses to about 46.1 µM), without a hit: at the highest dose activity change, negative = cytotoxicity, usual class: cytotoxic | 3.4% of 400,000 active | AID 1347076; also: potency is read from the fitted curve at half-maximal effect; % is scaled to controls: 0 for no effect and ±100 for the full control effect; nearly all actives have a fitted effect of over 60% in size
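Cells of the MDR subline KB-V1 are plated, dosed with compound at multiple concentrations, and incubated 72 h at 37 degrees C; CellTiter-Glo is then added and luminescence read after 10 min.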
GLP-1R agonist = agonists of human GLP-1 receptor; P43220; HEK293 GLP-1R CRE-luciferase, luminescence, 4-6 h; cells express a hypersensitive GLP-1R form; 0.007% of 380,000 active; Potency, µM (titrated, usually from 45.6 µM), inactives show at the highest dose activation, hits mostly activators; also: potency is read from the fitted curve at half-maximal effect; % of control where 0% means no effect
Target sequence (P43220 whole entry, looked up): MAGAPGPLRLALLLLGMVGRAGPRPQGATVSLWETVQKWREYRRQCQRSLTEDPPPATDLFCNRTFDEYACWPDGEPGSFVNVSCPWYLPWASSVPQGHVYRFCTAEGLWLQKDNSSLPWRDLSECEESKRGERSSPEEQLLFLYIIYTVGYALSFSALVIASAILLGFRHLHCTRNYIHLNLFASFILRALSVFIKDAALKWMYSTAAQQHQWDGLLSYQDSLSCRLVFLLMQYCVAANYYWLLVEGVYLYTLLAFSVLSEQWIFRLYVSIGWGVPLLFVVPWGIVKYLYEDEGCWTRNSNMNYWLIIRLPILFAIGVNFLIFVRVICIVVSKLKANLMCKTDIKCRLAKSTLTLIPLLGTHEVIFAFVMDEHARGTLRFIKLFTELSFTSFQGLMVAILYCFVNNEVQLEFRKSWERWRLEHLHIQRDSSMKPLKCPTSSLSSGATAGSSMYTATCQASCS
HT1080NT lethal = kills 2HG-producing HT-1080-NT fibrosarcoma cells. HT-1080-NT fibrosarcoma viability, CellTiter-Glo ATP luminescence, 48 h. Potency, µM (top dose mostly 46.1 µM), without a hit: at the highest dose activity, negative = less viability, usual class: cytotoxic. 1.6% of 360,000 active;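 also: NT is the 2HG producing partner of a matched IDH1 knockdown line; potency is read from the fitted curve at half-maximal effect; 0% = DMSO-treated cells and -100% = media-only wells without cells; nearly all actives have a fitted effect of over 55% in size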
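750 cells/well, RPMI + 5% FBS; 2 h settle, compound pin-transfer, 48 h at 37 degrees C. CellTiter-Glo 10 min RT, luminescence. Normalized to DMSO and media-only wells.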
KB-3-1 cytotox = KB-3-1 parental cell cytotoxicity; KB-3-1 viability, CellTiter-Glo ATP luminescence, 72 h; Potency, µM (titrated, usually from 46.1 µM), without a hit: at the highest dose activity change, negative = cytotoxic, hits mostly cytotoxic; 1.4% of 400,000 active; AID 1347075; also: potency is read from the fitted curve at half-maximal effect; % is scaled to controls: 0 for no effect and ±100 for the full control effect; nearly all actives have a fitted effect of over 60% in size
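Using CellTiter-Glo luminescence, growth of non-resistant KB-3-1 adenocarcinoma cells is assessed 72 h after pin-tool compound addition at 37 °C. Normalized responses across the concentration series yield fitted curves.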
DRD3 agonist = D3 dopamine receptor (human) agonism; P35462; D3R DiscoveRx beta-arrestin cells, luminescence, 90 min; max activation, %; 0.58% of 410,000 active; in the data active = max activation above about 30%; also: 0% is about no effect; mostly tested at two doses, the higher about 12 µM
Target sequence (P35462 whole entry, looked up): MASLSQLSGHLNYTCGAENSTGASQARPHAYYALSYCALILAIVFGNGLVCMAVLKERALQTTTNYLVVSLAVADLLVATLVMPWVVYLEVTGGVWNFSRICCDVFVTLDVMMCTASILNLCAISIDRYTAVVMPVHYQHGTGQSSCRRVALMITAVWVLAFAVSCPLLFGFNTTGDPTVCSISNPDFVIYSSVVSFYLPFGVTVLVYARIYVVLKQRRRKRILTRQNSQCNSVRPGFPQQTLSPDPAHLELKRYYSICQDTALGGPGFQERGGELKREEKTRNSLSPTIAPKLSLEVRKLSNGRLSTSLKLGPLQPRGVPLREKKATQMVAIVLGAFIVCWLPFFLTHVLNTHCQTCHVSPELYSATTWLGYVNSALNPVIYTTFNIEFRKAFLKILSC
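Cells at 1500/well, incubated overnight, then treated with pinned compounds (dopamine as control) for 90 min at 37 degrees C. DiscoveRx reagent added for 30 - 60 minutes at room temperature; luminescence read.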
SW480 rereplic = DNA re-replication induction in SW480 cells. SW480 DNA re-replication, Hoechst DNA content imaging, 48 h. Potency, µM (doses to about 46.1 µM), for inactives: at the highest dose re-replication activation, actives largely listed as activators. 1.8% of 340,000 active. AID 624297; also: potency is read from the fitted curve at half-maximal effect; % of control where 0% means no effect; nearly all actives have a fitted effect of over 55% in size
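DNA re-replication was detected as more nuclei of elevated Hoechst intensity after 48 hr exposure to compound (23 nL pinned per well of 250 cells).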
D3 antag = blocks the human D3 dopamine receptor; max response, negative = inhibition, %; AID 652054; 2.5% of 360,000 active; P35462; D3R cells, DiscoveRx beta-arrestin luminescence, antagonist mode; hits give low values; in the data active = max response below about -50%; inconclusive = no clear call, values can overlap the other calls; also: % is scaled to controls: 0 for no effect and ±100 for the full control effect; mostly tested at two doses, the higher about 12 µM
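Cells expressing the human receptor were seeded at 1500 cells/well, incubated overnight at 37 degrees C in 5% CO2, then exposed to library compounds with dopamine controls for 90 minutes at 37 degrees C before luminescent detection.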
HT1080 IDH1KD tx = kills HT-1080 cells with IDH1 knockdown. 2% of 360,000 active. Potency, µM (doses to about 46.1 µM), for inactives: at the highest dose activity, negative = toxicity, usual class: cytotoxic. HT-1080 IDH1 knockdown viability, ATP luminescence, 48 h;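 also: potency is read from the fitted curve at half-maximal effect; 0% = DMSO wells and -100% = cell-free medium wells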
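Viability of IDH1-knockdown HT-1080 fibrosarcoma cells was assessed by CellTiter-Glo after 48 h at 37 °C with titrated compound; concentration-effect curves were classified by fit quality and response size.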
Numbers without * were called inactive; ? = inconclusive; / = no result given; [ ] = another dose, or the depositor's remark. Unless noted, calls follow the shape of the dose curve; as a rule, active = well fitted curve in the direction sought with a large enough effect; inconclusive = small, poorly fitted or top-dose-only effect, or another doubt; inactive = no such curve, though single readings can be large; an effect the other way counts as inactive or inconclusive.

SMILES	IL1B secr inh	KB-V1 cytotox	GLP-1R agonist	HT1080NT lethal	KB-3-1 cytotox	DRD3 agonist	SW480 rereplic	D3 antag	HT1080 IDH1KD tx
CCN(C(=O)COC(=O)C(Cc1ccccc1)N1C(=O)c2ccccc2C1=O)C1CCS(=O)(=O)C1 (configuration not stated)	1	23%	15%	2%	-2%	-10	-1%	-6	-2%
COc1ccc(/C=C2/C(=O)N(c3cccc(F)c3)N=C2C)c(OC)c1	0	-16%	-3%	-10%	-1%	6	-11%	-5	-16%
COc1ccc(-c2cc(C(F)(F)F)nc(N)n2)cc1	-3	?	12%	10%	4%	2	10%	-4	5%
CC(=O)Nc1ccc(C2=NN(c3ccccc3)C(c3ccccc3)C2)cc1 (configuration not stated)	35	?	13%	-15%	?	-2	?	-5	-24%
CC1(NC(=S)NCCO)CCS(=O)(=O)C1 (configuration not stated)	9	-2%	-12%	20%	8%	-1	-50%[inhibitor]	-13	?
O=C(OCCN=C1NS(=O)(=O)c2ccccc21)C1CC(=O)N(c2ccc3ccccc3c2)C1 (configuration not stated)	5	8%	-11%	17%	8%	1	4%	1	7%
CCNc1nc(SC(C)C(=O)OC)nc(N2CCOCC2)n1 (configuration not stated)	4	4%	2%	-4%	11%	9	-12%	20	6%
Cc1ccc(SC(=O)COc2ccc(C)c(C)c2)cc1	-70*	12%	-5%	3%	2%	-3	-1%	5	2%
CCN(CC)c1ccc(/C=N/N2C(C)CCCC2C)c(O)c1 (configuration not stated)	29	-8%	17%	8%	2%	-17	-5%	-3	1%
N#CCC(=O)N/N=C/c1ccc(SCC(=O)Nc2ccccc2)o1	-4	-17%	-3%	-3%	-3%	1	1%	-12	-1%
COc1cc(/C=N/NC(=O)c2cccc(NC(=O)c3ccccc3C)c2)ccc1O	-6	?	13%	-9%	11%	3	3%	26	-18%
COc1cccc(NC(=O)C2CCOC2=O)c1 (configuration not stated)	5	28%	-4%	2%	1%	2	-16%	-3	-1%
Oc1ccc(/C=N\Nc2cc(N3CCOCC3)nc(N3CCOCC3)n2)c(O)c1	?	-23%	5%	-18%	?	4	?	17	-13%
Nc1nc(N)c(N=O)c(OCC2CCCCC2)n1	?	?	8%	?	-20%	4	11%	46	18µM*
O=C(NCCCl)c1ccc(OCc2ccccc2)cc1Cl	0	19%	1%	3%	10%	3	-83%[inhibitor]	8	5%
COc1ccc(OCCOCCN2CCc3ccccc3C2)cc1	7	-26%	5%	3%	7%	-9	-20%	-51*	2%
COc1ccc(Cl)cc1NC(=O)CN1c2ccccc2CC1C (configuration not stated)	21	15µM*	19%	?	?	-3	5%	2	?
O=c1nc(-c2ccccc2)c(-c2ccccc2)n[nH]1	16	0%	0%	3%	-2%	5	-7%	10	-3%
CCOC(=O)c1c(S(=O)(=O)Nc2ccc(C)cn2)c(C)n(C)c1C	0	-16%	-4%	3%	-12%	3	19%	18	10%
Cc1ccc2[nH]c(=O)c(CN(CC3COCCO3)C(=O)Nc3ccccc3F)cc2c1 (configuration not stated)	-1	?	2%	1%	-30%	-2	?	-13	0%
COc1cccc(OCCNC(=O)Nc2cc(F)c(F)cc2Cl)c1	-1	0%	-4%	-2%	7%	6	-6%	-10	3%
Cc1ccc(C(=O)CSc2nnc(COc3cccc4cccnc34)o2)cc1	?	-6%	1%	?	3%	8	-7%	-15	?
CC1CC(C)(C)NC(=S)N1CCC(=O)N1CCN(c2ccccc2)CC1 (configuration not stated)	6	?	-1%	-11%	23%	9	0%	13	6%
Cc1cc(OCC(=O)OCC(=O)N(Cc2ccccc2)C(C)(C)C)ccc1Cl	8	-1%	-4%	8%	1%	0	/	18	6%
COc1ccc(C)cc1NC(=O)c1nnn(Cc2cccc(C(F)(F)F)c2)c1N	12	-23%	4%	-25%	?	-6	11%	-27	?
COc1ccc(NC(=O)c2ccc3c(c2)S(=O)(=O)c2ccccc2C3=O)cc1	-1	-1%	6%	12%	9%	-6	-6%	30	21%
CCOc1ccc(N(C)S(=O)(=O)c2cc(-c3cc(C)no3)ccc2CC)cc1	0	-24%	-4%	-22%	-6%	2	23%	52	-20%
CC(C)(C)n1nnnc1C(c1ccc(C#N)cc1)N1CCCC2(CCCCC2)C1 (configuration not stated)	?	1%	-1%	8%	-3%	3	3%	-9	2%
CO[C@H](C(=O)N(C)C[C@@H]1OCc2ccccc2-c2c(n(C)c3ccccc23)C(=O)N([C@H](C)CO)C[C@@H]1C)c1ccccc1	20	1%	-4%	0%	-12%	-1	/	-24	-1%
Cc1ccc(S(=O)(=O)N2[C@@H](c3ccccc3)C(C(=O)O)=CC[C@H]2c2ccc3c(c2)OCO3)cc1	16	0%	0%	-9%	-2%	-6	-5%	-29	-1%
COc1cccc(C(O)c2nc(/C=C/c3ccc(C(F)(F)F)cc3)cs2)c1 (configuration not stated)	19	?	11%	?	?	4	/	25	?
CCOc1ccccc1CNC(=O)Cn1c(=O)oc2ccccc21	13	0%	-3%	-5%	-10%	-2	-9%	-17	0%
CC(=O)c1ccc2c(c1)N(Cc1ccccc1)C(=O)C(C)S2 (configuration not stated)	-8	6%	3%	?	0%	0	/	8	0%
Cc1ccc(Nc2ncc3c(=O)[nH][nH]c(=O)c3n2)cc1	18	0%	4%	1%	13%	-7	4%	3	1%
O=C1[C@@H]2Cc3c([nH]c4ccccc34)C(c3ccccc3)N2C(=O)CN1C1CC1 (some centres not stated)	?	-4%	6%	-5%	12%	-7	?	1	-6%
COc1ccc(S(=O)(=O)N2CCCCCC2)cc1C(=O)N(C)Cc1ccco1	-1	-12%	20%	0%	-13%	8	24%	19	3%

Quoted at random: 2 compounds from above, in no set order.
SMILES	IL1B secr inh	KB-V1 cytotox	GLP-1R agonist	HT1080NT lethal	KB-3-1 cytotox	DRD3 agonist	SW480 rereplic	D3 antag	HT1080 IDH1KD tx
CCOc1ccc(N(C)S(=O)(=O)c2cc(-c3cc(C)no3)ccc2CC)cc1	0	-24%	-4%	-22%	-6%	2	23%	52	-20%
CC(C)(C)n1nnnc1C(c1ccc(C#N)cc1)N1CCCC2(CCCCC2)C1 (configuration not stated)	?	1%	-1%	8%	-3%	3	3%	-9	2%

Next structures
SMILES	IL1B secr inh	KB-V1 cytotox	GLP-1R agonist	HT1080NT lethal	KB-3-1 cytotox	DRD3 agonist	SW480 rereplic	D3 antag	HT1080 IDH1KD tx
O=C1NC(=O)C2(COC3(CCCC3)OC2)S1	11	-4%	3%	-3%	-1%	2	-13%	-20	-2%
CCOC(=O)c1ccc(NC(=O)NCc2ccccc2)cc1	-10	2%	15%	8%	4%	-6	-5%	-22	-11%
COc1ccc([C@@H]2CC=C(C(=O)O)[C@H](c3cccc(Cl)c3)N2S(=O)(=O)c2ccc(Cl)cc2)cc1	42	3%	-3%	-10%	-3%	2	-7%	-29	-9%
COc1ccc(/C=C(\NC(=O)c2ccccc2)C(=O)N2CCC(C)CC2)cc1	0	-7%	5%	-1%	3%	15	-518%[inhibitor]	5	-2%
O=C(O)CSC1c2ccccc2C(=O)N1c1ccccc1 (configuration not stated)	-16	7%	-2%	11%	0%	8	-1%	19	18%
COc1ccc(Nc2nnc(-c3ccc(N4CCOCC4)c([N+](=O)[O-])c3)c3ccccc23)cc1	19	16µM*	1%	7%	0%	-1	-7%	-16	13%
Cc1ccc(C(=O)C(C)OC(=O)CCN=C2NS(=O)(=O)c3ccccc32)cc1 (configuration not stated)	9	-24%	1%	-7%	0%	-3	?	4	-6%
CC(=O)Cn1c(=O)c2c(nc3n2CCCN3Cc2ccccc2)n(C)c1=O	6	0%	-1%	6%	0%	5	-7%	15	9%
COc1ccc(Cn2nnnc2C(c2cccs2)N2CCSCC2)cc1 (configuration not stated)	-6	-13%	-3%	6%	9%	-5	0%	18	-2%
C/C(=N\NC(=O)C1CC1)c1ccc(N2CCOCC2)cc1	0	-14%	-3%	-2%	-25%	-11	-5%	-10	-2%
COc1nc(C#N)nc(N(C)C)n1	0	?	-16%	-2%	?	-3	0%	?	-9%
Cc1c(NC(=O)CN2C(=O)c3ccccc3S2(=O)=O)c(=O)n(-c2ccccc2)n1C	24	3%	5%	16%	0%	9	-5%	-55*	13%[9.24 µM]
Cc1cccc(C(=O)OCC(=O)N2CCc3ccccc3C2)c1O	-10	9%	3%	6%	24%	-8	2%	0	?
CCN(CC(=O)NCc1cccs1)C(=O)c1ccccc1Cl	6	-16%	0%	1%	1%	7	-4%	18	6%
CN(CC(=O)Nc1cccc2ccccc12)C(=O)c1ccc(NC(=O)CC#N)cc1	20	3%	11%	0%	9%	7	2%	15	4%
COc1ccccc1OCCOCCOc1ccccc1Cl	-19	6%	21%	21%	13%	7	-1%	4	17%
CCOc1ccc(NS(=O)(=O)c2cc(NC(=O)c3ccc(C)cc3)ccc2Cl)cc1	-3	0.82µM*	9%	2.3µM*	?	-3	4.6µM*	-9	3.7µM*
COC(=O)CCC(=O)Nc1cccc2c(NC(=O)CCC(=O)OC)cccc12	39	?	1%	12%	-8%	7	-1%	0	9%
c1ccc(CSc2nnnn2-c2ccccc2)cc1	?	5%	12%	3%	6%	-3	3%	-7	?
[N-]=[N+]=NC[C@H](Cc1ccccc1)N1CCN(Cc2ccccc2)CCC1=O	4	-4%	-4%	-2%	-4%	-1	-10%	0	-12%
Cc1ccc(S(=O)(=O)c2c(N)n(/N=C/c3ccco3)c3nc4ccccc4nc23)cc1	-5	-10%	2%	6%	-1%	-2	-7%	-10	0%
COc1ccc(NC(=O)C2CCCN(c3nc(C)cc(C)n3)C2)cc1 (configuration not stated)	5	?	-4%	-3%	0%	0	-24%	25	4%
CC1C(=O)NN=C1C(=O)N/N=C/c1cccs1 (configuration not stated)	0	0%	0%	-16%	-11%	3	4%	10	-24%

Source: PubChem BioAssay
